MIN6 prolif: MIN6 beta-cell proliferation induction | MIN6 cells proliferation, ATPlite luminescence, 48 h; cells starved in 0.2% serum; 100% = growth in 10% serum | 330,000 compounds, 0.29% hits | AID 2380 | proliferation, % at 10 µM;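 active means compounds whose signal lies at least 3.5 SD above the mean of all wells on their plate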;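 further: 0% = DMSO-treated cells in low-serum medium and 100% = 10% serum control; some compounds called inactive have numbers as strong as hits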
mIAP inh: blocks mouse intestinal alkaline phosphatase; purified mouse IAP, CDP-Star luminescence, 30 min; inhibition, % at 10 µM; 330,000 compounds, 0.2% hits; AID 2806;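 active means inhibition of at least 40% at 10 µM in the primary screen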;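 further: plate controls were DMSO with enzyme for no effect and no enzyme wells for full effect; values of inactives mirror those of a sister screen read the other way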
mIAP act: mouse IAP activation; 330,000 compounds, 0.24% hits; muIAP, CDP-Star luminescence, 30 min; stronger effect = higher value; 1 = vehicle-only enzyme signal, 0 = enzyme-free wells; activation factor at 10 µM;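 active means activation factor of at least 2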; further: the source names both 10 and 20 µM as test concentration; values of inactives mirror those of a sister screen read the other way
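Assay system: mouse IAP enzyme / Compound: DMSO-dissolved test compounds / Timing: 30 min, room temperature / Measured by: luminescence from enzymatic CDP-Star hydrolysis / Control set: DMSO-only wells, enzyme-free buffer wells as negative control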
hIAP act: human IAP activation; P09923; purified human IAP, CDP-Star luminescence, 30 min; stronger effect = higher value; 1 = vehicle-only enzyme, 0 = enzyme-free background; activation factor at 10 µM; 330,000 compounds, 0.16% hits;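 active means activation factor of the enzyme at least 2-fold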; further: the source names both 10 and 20 µM as test concentration; values of inactives mirror those of a sister screen read the other way
hIAP inh: human IAP inhibition; P09923; purified IAP, CDP-Star luminescence, 30 min; inhibition, % at 10 µM; 330,000 compounds, 0.12% hits; AID 2544;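 active means inhibition reaching a set limit with compound at 10 µM in the primary screen, cut at about 35% in these data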;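 further: plate controls were DMSO wells with enzyme for no effect and no-enzyme buffer wells for full effect; values of inactives mirror those of a sister screen read the other way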
APOBEC3A inh: blocks human APOBEC3A ssDNA deamination; inhibition, % at 20 µM; P31941; recombinant A3A, FAM/TAMRA ssDNA deamination fluorescence; 330,000 compounds, 0.41% hits;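 active means at least 40% inhibition at 20 µM here, with at most 30% in a related deaminase screen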;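 further: plate controls were A3A with DMSO for no effect and wells lacking A3A enzyme for full effect; some results filed as inactive read as strong as hits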
Target sequence (P31941 whole entry, looked up): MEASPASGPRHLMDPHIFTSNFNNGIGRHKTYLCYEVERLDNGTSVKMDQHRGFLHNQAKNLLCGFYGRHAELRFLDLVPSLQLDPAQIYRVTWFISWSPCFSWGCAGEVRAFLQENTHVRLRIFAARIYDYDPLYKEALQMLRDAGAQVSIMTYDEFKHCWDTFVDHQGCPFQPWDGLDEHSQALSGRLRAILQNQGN
APOBEC3G inh: inhibitors of human APOBEC3G DNA deaminase; recombinant A3G, ssDNA deamination FAM/TAMRA fluorescence; inhibition, % at 20 µM; 330,000 compounds, 0.28% hits; AID 493012;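 active means inhibition of at least 40% at 20 µM, with no more than 30% in the related APOBEC3A deaminase screen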;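 further: plate controls were DMSO wells with A3G for no effect and wells lacking A3G enzyme for full effect; some compounds called inactive have numbers as strong as hits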
Target sequence (Q9HC16 whole entry, looked up): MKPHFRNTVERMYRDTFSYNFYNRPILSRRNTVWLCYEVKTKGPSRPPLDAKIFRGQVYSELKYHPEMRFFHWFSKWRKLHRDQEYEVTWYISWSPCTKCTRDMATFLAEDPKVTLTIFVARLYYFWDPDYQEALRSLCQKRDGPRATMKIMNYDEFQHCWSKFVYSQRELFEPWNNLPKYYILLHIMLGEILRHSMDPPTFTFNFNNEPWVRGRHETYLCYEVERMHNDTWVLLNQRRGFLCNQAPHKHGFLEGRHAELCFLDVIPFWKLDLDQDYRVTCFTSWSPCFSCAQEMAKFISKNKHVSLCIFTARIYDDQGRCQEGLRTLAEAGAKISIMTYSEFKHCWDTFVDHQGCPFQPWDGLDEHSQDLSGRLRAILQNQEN
ATG4B inhibitor: blocks human ATG4B protease cleavage of LC3 substrate. Q9Y4P1. ATG4B cleavage of LC3-PLA2, NBD-HPC fluorescence, 1 h. inhibition, % at 8.33 µM. 340,000 compounds, 0.51% hits; in the data active means inhibition above about 40%
Target sequence (Q9Y4P1 whole entry, looked up): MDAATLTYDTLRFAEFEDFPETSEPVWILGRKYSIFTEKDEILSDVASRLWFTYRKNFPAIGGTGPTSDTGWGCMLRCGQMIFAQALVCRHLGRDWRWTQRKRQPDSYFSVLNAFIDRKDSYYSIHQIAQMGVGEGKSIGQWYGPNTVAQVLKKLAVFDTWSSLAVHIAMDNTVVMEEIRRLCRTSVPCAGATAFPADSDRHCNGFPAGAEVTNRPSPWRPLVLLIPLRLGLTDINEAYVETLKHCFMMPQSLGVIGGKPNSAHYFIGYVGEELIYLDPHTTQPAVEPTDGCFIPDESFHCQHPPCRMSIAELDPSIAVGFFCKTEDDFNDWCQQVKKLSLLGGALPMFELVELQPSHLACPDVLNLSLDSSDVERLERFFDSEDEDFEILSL
MPTP inh: permeability transition pore inhibition; isolated mouse mitochondria, Ca2+ swelling absorbance, 30 min; inhibition, % at 10 µM; 360,000 compounds, 1.4% hits; AID 602449;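 active means inhibition of 50% or more, scaled per plate between neutral and stimulator controls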;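 further: 0% = DMSO wells given calcium and 100% = 1 mM EGTA wells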
The depositor's hits bear a star; . = no result given.

SMILES | MIN6 prolif | mIAP inh | mIAP act | hIAP act | hIAP inh | APOBEC3A inh | APOBEC3G inh | ATG4B inhibitor | MPTP inh
CC(C)CCNC(=O)c1onc(CSc2ccc(Cl)cc2)c1C(=O)NCCC(C)C | -8 | -1 | 1 | 1.1 | -6 | -1 | -8 | 0 | 3.7
COC(=O)C1CCN(C(=O)COC(=O)CCc2nc3ccccc3c(=O)[nH]2)CC1 | 0 | 0 | 1 | 0.97 | 3 | 2 | -13 | -7 | -0.3
CSc1ccc(CNC(=O)Cn2nc(C)c3c(C)n(-c4ccc(C)cc4)nc3c2=O)cc1 | -3 | -5 | 1.1 | 0.84 | 16 | 2 | -2 | 0 | 0.0
COc1cc(C)ccc1OCCOCCOc1ccccc1[N+](=O)[O-] | 0 | 8 | 0.92 | 0.98 | 2 | 0 | 1 | 9 | 1.4
COc1ccc(C2(C)NC(=O)N(CC(=O)N(c3ccccc3)C3CCS(=O)(=O)C3)C2=O)cc1 (centres undefined) | -1 | -1 | 1 | 1.1 | -8 | 8 | -5 | -11 | -1.0
CCOc1ccc(OCCCCNCCN)cc1 | -1 | -3 | 1 | 1 | -3 | 1 | 0 | . | .
CCOC(=O)c1cc(CC)sc1NC(=O)Cc1ccsc1 | 1 | -1 | 1 | 1.1 | -6 | -6 | -7 | 2 | -2.3
CC(C)[C@H](NC(=O)N1CC(=O)Nc2ccccc21)C(=O)N1CCC[C@@H]1C(=O)O | -4 | 4 | 0.96 | 0.97 | 3 | 0 | -5 | -25 | 0.2
CC(C)(C)OC(=O)C(Cc1ccc(OC(C)(C)C)cc1)NC(=O)CNC(=O)OCc1ccccc1 (centres undefined) | -1 | 2 | 0.98 | 1.1 | -5 | 4 | -1 | 15 | -0.6
COC(C/C=C/[C@H](O)[C@H](C)OCc1ccccc1)OC | 3 | 4 | 0.96 | 1 | -2 | 4 | -3 | 2 | 0.0
CC(C(=O)NC1C=CS(=O)(=O)C1)N1C(=O)/C(=C\c2ccccc2)SC1=S (centres undefined) | -2 | 3 | 0.97 | 1.3 | -28 | -4 | -1 | -3 | -1.9
COc1cc(/C=C(\NC(=O)c2ccccc2)C(=O)Nc2nccs2)ccc1OC(C)=O | 2 | -7 | 1.1 | 1.1 | -5 | -4 | -8 | -10 | -0.9
CCOC(=O)CCNC(=O)N1CCCC(CNS(=O)(=O)c2cccs2)C1 (centres undefined) | -2 | 5 | 0.95 | 0.88 | 12 | 3 | -6 | 10 | -1.9
COc1ccc(CN(Cc2cc3ccc(C)cc3[nH]c2=O)Cc2nnnn2C2CCCC2)cc1 | -3 | 12 | 0.88 | 1.2 | -22 | 1 | -3 | -14 | -0.1
O=C(Nc1ccccc1-c1nnn(CC(=O)N2CCCc3ccccc32)n1)c1ccc(Cl)cc1 | -2 | 5 | 0.95 | 1.2 | -16 | 0 | -2 | 1 | 8.8
Cc1c(Cl)cccc1NS(=O)(=O)c1c(C(=O)N2CCOCC2)c(C)n(C)c1C | 0 | -15 | 1.1 | 0.99 | 1 | -1 | -6 | 6 | 0.7
N#C/C(=C\c1cccnc1)c1ccc(Br)cc1 | 4 | 5 | 0.95 | 0.87 | 13 | 1 | 0 | -2 | -0.9
COc1ccc(N2CCN(C(c3ccccc3)c3nnnn3Cc3ccc(F)cc3)CC2)cc1 (centres undefined) | -3 | -3 | 1 | 1.1 | -15 | -10 | -2 | 0 | -0.3
Cc1c(N)cccc1-n1cnnn1 | -3 | 12 | 0.88 | 1.1 | -8 | 1 | -10 | 3 | 0.6
Cc1cccc(CN2CCNC2=O)c1 | -4 | -10 | 1.1 | 1.2 | -16 | -8 | -6 | 2 | -0.6
O=C(c1cc2cc([N+](=O)[O-])ccc2oc1=O)N1CCN(C2CCCCC2)CC1 | -3 | 12 | 0.88 | 0.97 | 3 | 4 | 4 | -4 | -3.4
COc1ccc(CC(=O)OCC(=O)NCc2ccc(Cl)cc2)cc1 | -3 | 2 | 0.98 | 0.84 | 16 | -5 | -7 | 5 | 0.3
CCOC(=O)c1c(CN2CCCCC2)n(C)c2cc(Br)c(O)cc12 | -2 | 2 | 0.98 | 1.3 | -30 | -5 | -5 | 3 | 7.0
Cc1c(C(=O)NC(=S)Nc2ccc(N3CCOCC3)cc2)cccc1[N+](=O)[O-] | -2 | 8 | 0.92 | 0.97 | 3 | -2 | -6 | -10 | -0.6
COc1ccc(C(CNC(=O)c2cccc(NC(=O)c3cccs3)c2)N2CCCC2)cc1 (centres undefined) | -1 | -4 | 1 | 0.95 | 5 | -2 | -9 | -4 | 0.2
O=C(CSc1nnc(-c2ccc(O)cc2)o1)NNC(=O)c1ccncc1 | 0 | -4 | 1 | 1.2 | -22 | -4 | -3 | -4 | -2.2
CCOC(=O)C1CCCN(C(=O)C(C)Oc2ccc(Cl)cc2Cl)C1 (centres undefined) | -1 | -6 | 1.1 | 1 | -2 | 1 | -3 | -8 | -0.7
COC(=O)c1ccc(NC(=O)CCS(=O)(=O)c2ccc(C)cc2)cc1 | -1 | 6 | 0.94 | 1.1 | -9 | -3 | -8 | -6 | 0.2
Cc1ccc(C)c(N2CCN(CC(=O)Nc3ccc([N+](=O)[O-])cc3C(=O)Nc3ccccc3F)CC2)c1 | -2 | 8 | 0.92 | 0.89 | 12 | 6 | 6 | 6 | 5.3
NS(=O)(=O)c1ccc(CCNC(=O)COC(=O)CCSc2ccc(Cl)cc2)cc1 | -2 | 8 | 0.92 | 1 | -1 | 0 | 1 | -4 | -0.1
Fc1ccccc1OCC1CCCN(Cc2nc(CC3CC3)no2)C1 (centres undefined) | 5 | -6 | 1.1 | 0.83 | 17 | 3 | 5 | -1 | -0.5
O=C(NCCN1CCN(C(=O)c2cccc([N+](=O)[O-])c2)CC1)C(=O)NCc1ccc(Cl)cc1 | -2 | 4 | 0.96 | 1.1 | -8 | -3 | -4 | 0 | 0.1
CCCCn1nc(C(=O)OCC(=O)Nc2sccc2C(N)=O)c2ccccc2c1=O | -5 | 5 | 0.95 | 1.3 | -26 | -4 | -12 | -10 | -2.0
Cc1cc(-n2c(C)cc(C(=O)CSc3nnnn3-c3ccccc3)c2C)no1 | -3 | 5 | 0.95 | 0.87 | 13 | -3 | -3 | 0 | 2.8
O=C(CCS(=O)(=O)Cc1ccccc1F)N1CCc2ccccc2C1 | -2 | 1 | 0.99 | 1.2 | -15 | 7 | -3 | 11 | -9.7
Cc1noc(C)c1C(=O)N1CCc2ccccc2C1 | -4 | 4 | 0.96 | 0.97 | 3 | -1 | -2 | 0 | -1.8
Cc1ccc(NC(=O)CNc2cc(S(=O)(=O)N3CCOCC3)ccc2N2CCOCC2)cc1S(=O)(=O)N(C)C | -4 | -20 | 1.2 | 0.92 | 8 | -3 | -9 | -18 | -0.1
Nc1ccc2oc(-c3ccccn3)nc2c1 | 1 | -3 | 1 | 1.1 | -12 | 0 | -3 | -9 | -1.4
NNC(=O)c1cc2cc3ccccc3nc2s1 | -6 | -1 | 1 | 0.91 | 9 | 0 | -6 | -5 | -1.1
CCC(C)(C)NC(=O)C(c1ccc(C)cc1)N(CC1CCCO1)C(=O)CNC(=O)c1cccs1 (centres undefined) | -2 | -14 | 1.1 | 1.1 | -14 | -3 | -4 | -9 | -1.2
CC(C)[C@@H](C(=O)NC1CCCC1)N1C(=O)N2CCc3c([nH]c4ccccc34)[C@@]2(C)C1=O | -3 | 0 | 1 | 1.1 | -8 | -5 | -8 | -26 | -1.5
COc1ccccc1NC(=O)c1ccc2c(c1)OCO2 | -3 | 1 | 0.99 | 0.74 | 26 | -9 | 2 | 0 | 0.6
COc1ccc(C(=O)NCc2csc(C(C)C)n2)cc1OC1CCN(C(C)=O)CC1 | -1 | -5 | 1.1 | 1.1 | -7 | -1 | -6 | 3 | -0.5
CCOC(=O)c1c(C)[nH]c(C)c1C(=O)CSc1nc2ccccc2c(=O)n1-c1ccc(F)cc1 | -3 | -11 | 1.1 | 0.86 | 14 | -4 | -7 | 20 | -0.1
COc1ccc(CCNC(=O)CSc2nnc(-c3cccc(C)c3)o2)cc1OC | 0 | 10 | 0.9 | 0.92 | 8 | -3 | -10 | -9 | 2.2
Cc1nc(-c2cccc(Cl)c2)n[nH]1 | 0 | 0 | 1 | 1.1 | -14 | -1 | -5 | -6 | 2.5
CCOC(=O)CCCCCC(=O)Nc1ccc2c(c1)CC(=O)N([C@@H](C)CO)C[C@@H](C)[C@@H](CN(C)C(=O)Nc1ccc(C(F)(F)F)cc1)O2 | -3 | -19 | 1.2 | 0.96 | 4 | 1 | -5 | -21 | 3.3
CCc1onc(C)c1C(=O)Nc1ccc(N2CCOCC2)cc1 | 0 | 2 | 0.98 | 0.93 | 8 | -1 | -3 | -7 | -0.4
CCOC(=O)C1CCCN(C(=O)c2ccc(Cl)cc2)C1 (centres undefined) | -3 | 1 | 0.99 | 0.95 | 5 | 0 | -7 | -5 | 2.3
CCN(CC)S(=O)(=O)c1ccc(S(=O)(=O)NCC2CCCO2)cc1 (centres undefined) | 0 | 0 | 1 | 1.1 | -8 | -5 | -9 | -7 | 0.3
COC(C/C=C/C(=O)[C@H](C)OCc1ccccc1)OC | -2 | -2 | 1 | 1.1 | -6 | 0 | 0 | -10 | -0.4
O=C(NCCC1=CCCCC1)N[C@@H](Cc1ccccc1)C(=O)O | -2 | 2 | 0.98 | 1.2 | -24 | -2 | -5 | -13 | 1.0
N#CC(C#N)=C1C(=O)N(CCN2CCOCC2)c2ccccc21 | -2 | -6 | 1.1 | 1.1 | -8 | 2 | -1 | -5 | 2.1
COc1ccc(CCNc2cc(C)nc3c(-c4ccc(Cl)cc4)cnn23)cc1OC | -5 | -2 | 1 | 0.86 | 14 | 6 | -1 | 28 | 2.3
CCNC(=O)COC(=O)c1cccc(Br)c1 | 0 | 10 | 0.9 | 0.9 | 10 | 0 | -7 | -6 | 0.9
CC1=CC(C)C2(COC(=O)Nc3ccccc3)COC(C)C1C2C (centres undefined) | 0 | -8 | 1.1 | 1.1 | -11 | -3 | -6 | 6 | 0.7
CC(C)COc1ccc(-c2cc(C(=O)NN)[nH]n2)cc1 | -2 | -6 | 1.1 | 1.1 | -6 | -4 | -6 | -5 | 0.7
CCOC(=O)C1(CCOc2ccccc2)CCN(Cc2cccc3c2OCO3)CC1 | -4 | 0 | 0.99 | 0.98 | 2 | 1 | -7 | 16 | 3.1
COc1cc(S(=O)(=O)Nc2ccc(C)cc2)ccc1N=Cc1c(C)c(C#N)c(=O)n(C)c1O | -1 | 8 | 0.92 | 0.94 | 6 | -1 | -8 | -16 | 2.7
CCCCNC(=O)C(=O)Nc1cc2c3c(c1)CCC(=O)N3CCC2 | 4 | 8 | 0.92 | 1.1 | -7 | -5 | -7 | 2 | 0.3
Cc1onc(-c2ccccc2)c1C(=O)Nc1nc(-c2ccccc2)cs1 | -4 | 2 | 0.98 | 1 | -3 | -2 | -3 | -10 | 0.9

Rewritten with tabs: 3 of the compounds above
SMILES	MIN6 prolif	mIAP inh	mIAP act	hIAP act	hIAP inh	APOBEC3A inh	APOBEC3G inh	ATG4B inhibitor	MPTP inh
COC(C/C=C/C(=O)[C@H](C)OCc1ccccc1)OC	-2	-2	1	1.1	-6	0	0	-10	-0.4
Cc1onc(-c2ccccc2)c1C(=O)Nc1nc(-c2ccccc2)cs1	-4	2	0.98	1	-3	-2	-3	-10	0.9
CCNC(=O)COC(=O)c1cccc(Br)c1	0	10	0.9	0.9	10	0	-7	-6	0.9

Assay outcomes from PubChem.

This is a random part of the collection; any-hit rate near 3.3%.
